Screening data: PubChem, several laboratories
Fh CTSL1 inh = counter-screen for PFM18AAP inhibitors: inhibitors of F. hepatica cathepsin L1 | recombinant F. hepatica cathepsin L1, Z-Leu-Arg-MCA fluorescence | inhibition, % at 5.96 µM | hit rate 0.49% among 300,000;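 active = inhibition above the mean of all tested compounds plus 3 SD, set per screening campaign, cut at about 17% in these data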;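 note: 0% = plate median of test compound wells and 100% = 1 µM Z-Phe-Ala-diazomethylketone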
proCasp3 act = activates human procaspase-3 | P42574 | hit rate 0.11% among 330,000 | activation, % at 8.5 µM | recombinant procaspase-3 D3A, Ac-DEVD-pNA absorbance 405 nm | AID 463141;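 active = activation above the mean of all tested compounds plus 3 SD, cut at about 21% in these data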;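 note: 0% = DMSO alone and 100% = DMSO wells spiked with extra 5 µM PC-3 D3A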
Target sequence (P42574 whole entry D9A/D28A/D175A): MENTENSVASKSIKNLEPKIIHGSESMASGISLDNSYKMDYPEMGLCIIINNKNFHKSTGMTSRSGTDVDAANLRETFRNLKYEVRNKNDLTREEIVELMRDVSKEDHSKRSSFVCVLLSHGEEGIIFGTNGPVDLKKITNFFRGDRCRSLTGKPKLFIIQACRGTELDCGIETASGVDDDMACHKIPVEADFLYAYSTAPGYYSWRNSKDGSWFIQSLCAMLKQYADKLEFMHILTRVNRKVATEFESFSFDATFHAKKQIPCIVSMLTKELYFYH
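Assay system: Procaspase-3 D3A mutant, all three cleavage aspartates alanine. Buffer or medium: Zinc-free HEPES saline buffer with Triton X-100. Times: 1 h compound preincubation, 2 h substrate hydrolysis at 25 °C. Measured by: 405 nm absorbance of p-nitroaniline, reads at 0 and 120 min. Read-out basis: percent activation relative to control range. Replicates: singlicate.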
PP5 primary = inhibitors of human protein phosphatase 5 (PP5); P53041; AID 1987; purified PP5c, OMFP substrate fluorescence; inhibition, % at 6.7 µM; hit rate 0.18% among 320,000;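 active = inhibition above the campaign's mean inhibition across all tested compounds plus 3 SD, cut at about 9.5% in these data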;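 note: 0% = DMSO only and 100% = 100 µM cantharidin control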
proCasp7 act = counter-screen: procaspase-7 (human) activation | P55210 | activation, % at 8.5 µM | hit rate 0.093% among 330,000 | recombinant procaspase-7, Ac-DEVD-pNA absorbance 405 nm; D23A/D198A/D206A triple mutant, cannot self-cleave; scale: DMSO 0, 5 µM enzyme 100;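 active = percent activation above the screen-wide mean plus 3 SD, cut at about 25% in these data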
Target sequence (P55210 whole entry D23A/D198A/D206A): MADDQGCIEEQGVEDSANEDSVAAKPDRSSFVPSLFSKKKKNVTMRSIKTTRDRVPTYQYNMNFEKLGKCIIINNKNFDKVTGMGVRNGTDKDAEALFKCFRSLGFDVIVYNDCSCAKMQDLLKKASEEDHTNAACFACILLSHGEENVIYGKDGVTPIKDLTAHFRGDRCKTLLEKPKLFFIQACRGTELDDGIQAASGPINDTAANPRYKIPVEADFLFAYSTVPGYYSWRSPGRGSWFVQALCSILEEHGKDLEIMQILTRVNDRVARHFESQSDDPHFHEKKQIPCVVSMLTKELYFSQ
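Detection: p-Nitroaniline absorbance at 405 nm, read at 0 and 120 min; system: Uncleavable procaspase-7 mutant enzyme; evaluation: % activation from two-timepoint absorbance difference, scaled to controls; times: 1 h enzyme–compound preincubation and 2 h substrate reaction, both 25 °C; buffer or medium: Zinc-free HEPES pH 7.4 with 300 mM NaCl, 0.01% Triton X-100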
PP1 counter = PP1-alpha (human) inhibition in PP5 counter-screen | P62136 | purified PP1alpha, OMFP fluorescence | inhibition, % at 6.7 µM | hit rate 0.9% among 320,000;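 active = inhibition above the mean inhibition of all tested compounds plus 3 SD, computed separately for each screening campaign, cut at about 15% in these data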
Target sequence (P62136 whole entry, looked up): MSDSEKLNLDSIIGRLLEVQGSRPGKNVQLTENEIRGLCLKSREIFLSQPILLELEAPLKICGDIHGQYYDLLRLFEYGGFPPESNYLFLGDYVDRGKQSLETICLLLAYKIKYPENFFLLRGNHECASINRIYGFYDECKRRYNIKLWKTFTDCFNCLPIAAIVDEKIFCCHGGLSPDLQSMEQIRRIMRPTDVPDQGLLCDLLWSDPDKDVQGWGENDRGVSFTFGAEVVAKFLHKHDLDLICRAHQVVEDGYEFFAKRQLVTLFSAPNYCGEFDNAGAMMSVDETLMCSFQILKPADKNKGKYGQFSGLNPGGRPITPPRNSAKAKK
GRK2 aptamer HTS = inhibitors of human GRK2 displacing RNA aptamer | inhibition of aptamer binding, % at 10 µM | hit rate 0.59% among 330,000 | bead flow cytometry, FAM-aptamer displacement from GRK2;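 active = inhibition of aptamer binding above 40%, roughly 3 SD of noise, on plates passing a quality check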;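 note: median bead fluorescence of bound FAM aptamer so fluorescent compounds give negative values; no value below 0 was filed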
VLA-4 inh = inhibition in a human VLA-4 binding assay; P13612; VLA-4 expressing cells, ligand binding flow cytometry; inhibition, % (about 7 µM as worked out from the volumes in the protocol); hit rate 0.2% among 330,000; AID 2557; in the data active = inhibition above about 50%
JMJD2C inh = inhibitors of human GASC-1 (JMJD2C) demethylase; Q9H3R0; GST-JMJD2C(1-420) H3K9me3 demethylation, DELFIA europium; inhibition, % at 2.35 µM; hit rate 0.069% among 330,000; AID 2099;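 active = more than half of a compound's replicate wells show inhibition beyond 50%, single wells judged on their own value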;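 note: signal counts dimethyl H3K9 product captured on neutravidin plate; 0% = median of DMSO wells and 100% = 0.3 times that DMSO median; strong numbers were not always called active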
core dimer inh = blocks dimerization of HCV core protein; inhibition, % at 5 µM; TR-FRET GST/Flag-core106 dimerization, 1536-well; hit rate 0.33% among 300,000; AID 1899;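 active = inhibition above the mean of all tested compounds plus 3 SD, set per screening campaign, cut at about 45% in these data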
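Test system: GST/Flag-tagged HCV core106 proteins; Medium: KF-containing HEPES buffer, pH 7.45, DTT, CHAPS, BSA; Times: compound-protein-antibody incubation 4 h at 22.5 °C; Detection: TR-FRET 671 and 617 nm emission; Benchmarks: wells lacking GST-core106 and wells with excess unlabelled core106.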
* hit, by the source's call; i = inactive; . = not tested or not shown.

SMILES	Fh CTSL1 inh	proCasp3 act	PP5 primary	proCasp7 act	PP1 counter	GRK2 aptamer HTS	VLA-4 inh	JMJD2C inh	core dimer inh
CC1(C)Cc2c(cnn2-c2cccc(F)c2)C(NC(=O)C2CCOCC2)C1 (stereo not given)	0	-2	-0.2	1	-7	0	-11	2	-3
CC1CCN(C(=O)NC(=O)c2ccccc2)CC1	-3	-2	0.6	-2	-2	0	0	-4	-16
CCOc1ccccc1Nc1nnc(SCC(=O)NC2CCS(=O)(=O)C2)s1 (stereo not given)	.	-1	.	-3	.	0	7	7	.
N#CC1(CCCN2CCCCC2)c2ccccc2CCc2ccccc21	10	7	-0.6	-3	-4	0	4	8	-2
CC(C)(C)NC(=O)c1ccc2c(c1)N(CC(=O)N1CCN(c3ccc(F)cc3)CC1)C(=O)C(C)(C)O2	2	-9	1.6	8	0	2	-10	i	0
CN(C)S(=O)(=O)N1CCN(CC(O)COc2ccc(-c3ccccc3)cc2)CC1 (stereo not given)	-1	1	3.1	-2	4	1	7	6	0
COc1ccc(CNC(=O)[C@H](NC(=O)C2CCN(C(=O)[C@@H](N)CCSC)CC2)C(C)C)cc1	-1	14	2.7	4	-2	1	10	-19	1
CC(C)Cc1nnc(NC(=O)C2=COCCO2)s1	.	4	2.2	-1	1	0	2	-5	.
Cc1ccc(NC(=O)c2nc[nH]c2C(=O)Nc2ccc(C)cc2)cc1	0	-7	0.9	13	-3	0	6	21	2
CCOC(=O)C1C(=O)CC(C)(O)C(C(=O)OCC)C1c1cccc(OC(F)(F)C(F)F)c1 (stereo not given)	2	2	1.1	-7	0	1	4	-9	-4
CS(=O)(=O)c1ccc(C(=O)N(CCc2ccccc2)Cc2ccccc2)cc1	0	5	2.6	5	1	6	-10	-19	14
Cc1ccc(-n2nnnc2SCC(=O)N2CCc3ccccc3C2)c(C)c1	-1	0	4.2	-3	2	4	11	-5	4
COc1cc(CNCCN2CCOCC2)ccc1OCc1ccc(Cl)cc1	6	-7	-1.9	1	1	0	-4	-5	-7
N#Cc1c(-c2cccc(F)c2)cc(-c2ccccc2)nc1Br	1	3	0.7	2	0	0	-10	-7	43
CC(Sc1nc(-c2ccccc2)cc(=O)[nH]1)C(=O)O (stereo not given)	-1	0	-0.4	3	-1	2	9	-1	-3
CCn1cnc2c(cnn2-c2ccccc2)c1=O	0	-5	1.9	6	4	0	-2	-8	4
O/N=C/CCn1c(=S)sc2ccccc21	4	11	1.3	0	4	2	8	-4	2
COc1ccccc1CNC(=O)c1cccs1	9	-4	4.7	1	-3	0	10	9	3
O=C(O)CC1(CC(=O)Nc2cc(C(F)(F)F)cc(C(F)(F)F)c2)CCCCC1	5	-5	2.8	1	-1	1	-2	2	5
Cc1cc(=O)n(Cc2ccccc2)c2c(C)cccc12	-1	-1	1.5	-3	-5	1	13	-5	-1
COc1ccc(/C=N/NC(=O)c2ccccc2O)cc1COc1ccccn1	-2	5	-0.6	9	-2	2	-1	3	-4
CC(=O)Oc1ccc(C(=O)[C@H]2[C@H]3C(=O)N(c4ccc5ccccc5c4)C(=O)[C@H]3[C@@H]3C=CC=NN32)cc1	-1	0	-0.9	-1	3	2	-6	0	21
N#Cc1ccc(COC(=O)c2cccnc2Cl)cc1	5	1	-1.1	5	-5	2	3	-14	2
CCCSc1ccc([C@@H]2[C@@H]3C(=O)N(C)C(=O)[C@@H]3[C@]3(C(=O)OC)CCCCN23)cc1OC	1	6	1.0	8	2	0	16	5	2
Cc1cc(-c2nnc(SCC(=O)Nc3ccccc3C(F)(F)F)n2N)n[nH]1	0	12	0.8	-7	0	0	-7	4	-2
SMILES	Fh CTSL1 inh	proCasp3 act	PP5 primary	proCasp7 act	PP1 counter	GRK2 aptamer HTS	VLA-4 inh	JMJD2C inh	core dimer inh
CCCn1c2ccccc2c2nnc(SC(CC)C(=O)Nc3sc4c(c3C#N)CCCC4)nc21 (stereo not given)	3	5	0.3	-3	-4	0	4	12	20
CCCn1c(=S)[nH]c2cc(C(=O)N3CCc4ccccc4C3)ccc2c1=O	5	-1	0.5	7	0	1	-37	-1	10
CC(C)C(c1nnnn1C1CCCC1)N1CCN(C(=O)c2ccco2)CC1 (stereo not given)	-1	1	-1.2	0	-1	9	3	-6	-1
COc1ccc(CNC(=O)c2ccc3ccccc3n2)cc1OC	7	-7	2.4	0	3	0	-5	4	-4
CCOC(=O)c1sc(NC(=O)/C=C/c2c(F)cccc2Cl)nc1C	1	1	3.4	-4	-1	0	27	2	5
Cc1ccccc1NC(=O)Cc1nc(COC(=O)c2ccc(Cl)nc2)cs1	1	14	-0.5	4	-5	0	34	3	2
Clc1ccc(SCc2cc(Cl)nc(-c3ccccc3)n2)cc1	0	-7	1.8	2	2	0	0	9	-3
CCn1c(SCC(=O)N/N=C/c2ccc(OC)c(OC)c2)nc2ccccc21	-11	7	2.9	1	-3	2	23	-6	4
COc1cc(CN2CC(=O)N(c3ccc(C)cc3)C2=S)cc(OC)c1OC	-1	2	2.0	-3	0	0	20	-10	-3
Cc1noc(C)c1S(=O)(=O)N1CCCC(C(=O)Nc2nccs2)C1 (stereo not given)	-2	7	-0.1	1	0	0	-8	42	-3
O=C(N/N=C/c1cc(Br)cs1)c1ccc2c(c1)OCCO2	1	13	-1.5	-5	0	3	3	5	0
CCOc1ccc(/C(O)=C2/C(=O)C(=O)N(c3cc(C)on3)C2c2ccc(C(=O)OC)cc2)cc1 (stereo not given)	2	1	-0.6	-13	8	4	-4	6	18
CCn1ncc(CN2CCC(C(=O)Nc3cccc(-c4cccc(F)c4)c3)CC2)c1C	-2	-1	1.8	4	-1	0	6	-2	-8
COc1ccc2nc(NC(=O)C3CC(=O)N(c4ccccc4)C3)sc2c1 (stereo not given)	0	5	4.8	-12	3	0	7	6	6
CCn1cc(C(=O)O)c(=O)c2cc(Br)ccc21	-1	-3	-0.3	-1	-2	1	19	9	-2
Cc1cc(C)c2c(=O)n(CC(=O)Nc3ccc(Br)c(C)c3)sc2n1	-2	-22	-0.5	-43	-1	0	2	1	4
Cc1cc(C)c(NC(=O)COC(=O)COc2ccc3c(C)cc(=O)oc3c2)c(Cl)c1	.	9	-0.5	4	-3	0	0	.	.
Cc1ccc(C(=O)CC2C(=O)N(c3ccccc3)C(=S)N2c2ccccc2)cc1 (stereo not given)	0	2	2.6	7	4	0	-4	1	15
Cc1ccc(C)c(-n2ccnc2SCC(=O)c2c(N)n(C3CC3)c(=O)[nH]c2=O)c1	.	6	3.7	1	-4	0	17	-3	.
CCN(C(=O)Cn1nc(C)c([N+](=O)[O-])c1C)C1CCS(=O)(=O)C1 (stereo not given)	6	-3	0.9	6	-4	3	19	0	-1
O=c1oc2ccccc2nc1/C=C(O)/C=C\c1ccccc1	-6	-3	0.6	-19	4	3	-16	-13	50*
COc1ccc(/C(C)=N/NC(=O)Cn2nc([N+](=O)[O-])cc2C)cc1	-3	10	4.3	-3	-7	0	13	3	-1
Cc1cc(O)c(C2(C(F)(F)F)NCCNC2=O)cc1C (stereo not given)	-5	4	0.1	6	-2	0	15	-7	-4
Cc1cc(C(=O)CN2c3cccc4cccc(c34)S2(=O)=O)c(C)n1C	.	-1	-0.6	-6	-2	3	18	2	.
O=C1CN(C(=O)CCCc2c[nH]c3ccccc23)c2ccccc2N1	5	0	-7.0	-5	-7	1	-18	54*	19
O=C(Nc1ccc(Cl)cc1)c1cc(-c2cccs2)on1	-2	2	1.2	4	7	0	-10	0	9
Cc1csc(=O)n1CCC(=O)O	-1	0	1.5	10	0	0	2	2	-6
O=C(CSCc1cnn(-c2ccccc2)c1-n1cccc1)NCC1CCCO1 (stereo not given)	-5	5	3.9	8	11	1	2	5	-4

An excerpt of these results, with values under each structure.
Below each SMILES – Fh CTSL1 inh	proCasp3 act	PP5 primary	proCasp7 act	PP1 counter	GRK2 aptamer HTS	VLA-4 inh	JMJD2C inh	core dimer inh
- CCOc1ccc(/C(O)=C2/C(=O)C(=O)N(c3cc(C)on3)C2c2ccc(C(=O)OC)cc2)cc1 (stereo not given)
 : 2	1	-0.6	-13	8	4	-4	6	18
- CCn1ncc(CN2CCC(C(=O)Nc3cccc(-c4cccc(F)c4)c3)CC2)c1C
 : -2	-1	1.8	4	-1	0	6	-2	-8
- COc1ccc2nc(NC(=O)C3CC(=O)N(c4ccccc4)C3)sc2c1 (stereo not given)
 : 0	5	4.8	-12	3	0	7	6	6
- CCn1cc(C(=O)O)c(=O)c2cc(Br)ccc21
 : -1	-3	-0.3	-1	-2	1	19	9	-2
- Cc1cc(C)c2c(=O)n(CC(=O)Nc3ccc(Br)c(C)c3)sc2n1
 : -2	-22	-0.5	-43	-1	0	2	1	4
- Cc1cc(C)c(NC(=O)COC(=O)COc2ccc3c(C)cc(=O)oc3c2)c(Cl)c1
 : .	9	-0.5	4	-3	0	0	.	.
- Cc1ccc(C(=O)CC2C(=O)N(c3ccccc3)C(=S)N2c2ccccc2)cc1 (stereo not given)
 : 0	2	2.6	7	4	0	-4	1	15
- Cc1ccc(C)c(-n2ccnc2SCC(=O)c2c(N)n(C3CC3)c(=O)[nH]c2=O)c1
 : .	6	3.7	1	-4	0	17	-3	.
- CCN(C(=O)Cn1nc(C)c([N+](=O)[O-])c1C)C1CCS(=O)(=O)C1 (stereo not given)
 : 6	-3	0.9	6	-4	3	19	0	-1
- O=c1oc2ccccc2nc1/C=C(O)/C=C\c1ccccc1
 : -6	-3	0.6	-19	4	3	-16	-13	50*
- COc1ccc(/C(C)=N/NC(=O)Cn2nc([N+](=O)[O-])cc2C)cc1
 : -3	10	4.3	-3	-7	0	13	3	-1
- Cc1cc(O)c(C2(C(F)(F)F)NCCNC2=O)cc1C (stereo not given)
 : -5	4	0.1	6	-2	0	15	-7	-4
- Cc1cc(C(=O)CN2c3cccc4cccc(c34)S2(=O)=O)c(C)n1C
 : .	-1	-0.6	-6	-2	3	18	2	.
- O=C1CN(C(=O)CCCc2c[nH]c3ccccc23)c2ccccc2N1
 : 5	0	-7.0	-5	-7	1	-18	54*	19
- O=C(Nc1ccc(Cl)cc1)c1cc(-c2cccs2)on1
 : -2	2	1.2	4	7	0	-10	0	9
